RAD54 inh = RAD54 (human) branch migration inhibition. Q92698. RAD54 Holliday junction branch migration, FAM/BHQ fluorescence. inhibition, % at 10.4 µM. 360,000 compounds, 0.14% hits. AID 602329;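 active = mean normalized replicate activity at least 40 and at least half of replicates scoring 40 or more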;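 also: 0% = median of neutral control wells and 100% = median of positive control wells; inhibitors cause a drop in the FAM fluorescence signal; in these data hits start at about 50%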
Target sequence (Q92698 whole entry, looked up): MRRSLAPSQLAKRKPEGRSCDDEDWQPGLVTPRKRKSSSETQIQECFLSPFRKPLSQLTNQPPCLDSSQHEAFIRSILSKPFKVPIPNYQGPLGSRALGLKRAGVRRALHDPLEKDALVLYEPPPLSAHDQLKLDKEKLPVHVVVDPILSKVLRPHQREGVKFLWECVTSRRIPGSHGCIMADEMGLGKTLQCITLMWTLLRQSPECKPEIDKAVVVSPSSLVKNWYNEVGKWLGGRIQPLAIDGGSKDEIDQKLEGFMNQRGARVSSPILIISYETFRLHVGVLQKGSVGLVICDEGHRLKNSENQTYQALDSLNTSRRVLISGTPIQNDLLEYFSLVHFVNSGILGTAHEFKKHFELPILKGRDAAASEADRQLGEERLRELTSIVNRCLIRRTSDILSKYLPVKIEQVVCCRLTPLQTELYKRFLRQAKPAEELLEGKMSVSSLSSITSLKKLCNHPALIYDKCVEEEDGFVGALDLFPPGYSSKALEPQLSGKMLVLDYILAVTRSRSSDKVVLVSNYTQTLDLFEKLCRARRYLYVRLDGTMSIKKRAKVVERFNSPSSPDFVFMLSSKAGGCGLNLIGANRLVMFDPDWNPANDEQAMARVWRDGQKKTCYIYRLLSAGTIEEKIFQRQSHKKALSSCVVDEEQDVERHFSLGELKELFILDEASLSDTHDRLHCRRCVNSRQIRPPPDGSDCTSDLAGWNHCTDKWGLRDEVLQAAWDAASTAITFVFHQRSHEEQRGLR
* hit, by the source's call. Only part of the results is shown, so the mix of outcomes need not match the whole.

Compound | RAD54 inh
CC(C)CCOc1ccc(C2(C)NC(=O)N(CN3CCOCC3)C2=O)cc1 (configuration not stated) | 1
CN(C)S(=O)(=O)c1ccc(N2CCN(S(=O)(=O)c3ccc(F)cc3)CC2)c(Cl)c1 | 6
COc1ccc2nc(SCC(=O)Nc3ccccc3C#N)[nH]c2c1 | 3
CN1CCN(C(=O)CCCN2C(=O)/C(=C/c3ccc(Cl)cc3)SC2=S)CC1 | -8
O=C(COc1ccc(Br)cc1CO)Nc1ccccc1 | -1
Cc1nc2n(n1)CC(O)CS2 (configuration not stated) | -3
OCCNCCOc1ccccc1-c1ccccc1 | -12
Nc1ccc2c(c1)N1CCN=C1S2 | 13

Compound | RAD54 inh
COCCn1c(SCC(=O)Nc2ccc(S(=O)(=O)N3CCOCC3)cc2)nc2ccccc21 | -4
COc1ccc(NC2=CC(=O)CC(c3ccc(C)cc3)C2)c(OC)c1 (configuration not stated) | 4
CCCn1c(=N)n(CC(=O)c2ccco2)c2ccccc21 | 5
COc1ccc(OC)c(NC(=O)c2ccc(NS(=O)(=O)c3c(C)noc3C)cc2)c1 | 1
O=C(CC12CC3CC(CC(C3)C1)C2)Nc1c(F)cccc1F | -3
O=C(c1ccncc1)N1CCN(C(=O)c2cccs2)CC1 | -4
O=C(Nc1ccc(N2CCOCC2)cc1)C1(S(=O)(=O)c2ccccc2)CC1 | -2
O=C(Nc1ccc(Oc2ccc(Cl)cc2)cc1)c1ncn[nH]1 | 5

Compound | RAD54 inh
CC1CCCCN1CCNC(=O)CN1C(=O)COc2ccccc21 (configuration not stated) | -2
O=C1CN(C(=O)c2ccc(Br)o2)C(c2ccc(F)cc2)c2cc(F)ccc2N1 (configuration not stated) | 1
Cc1cc(C)n2nc(NCc3cccc(Br)c3)nc2n1 | -18
COc1ccccc1CC(=O)Nc1cc2oc3ccccc3c2cc1OC | 6
COC(=O)c1cn(NC(=O)CC2CCCCC2)c(=O)c2ccccc12 | -5
CCOC(=O)c1ccccc1NC(=O)N1CCn2c(C)ccc2C1CC (configuration not stated) | -21
O=c1c2cc(Cl)ccc2oc2nc3n(c(=O)c12)CCCS3 | 3
CCCc1nc(N2CCOCC2)c(C#N)c2c1CCCC2 | -10

Compound | RAD54 inh
Cc1n[nH]c(=S)n1/N=C/c1ccc(-c2ccccc2[N+](=O)[O-])o1 | -3
CSc1nc(C)c(Oc2ccccc2)c(=O)n1C | 0
Cc1c(C(=O)/C=C/c2cccs2)oc2ccc(F)cc12 | -2
O=C(OC1CCN(c2ncc(C(F)(F)F)cc2Cl)CC1)c1ccccc1 | -16
C#CCOCCOCCOCCNc1nc(N2CCN(C(=O)[C@H](Cc3ccc(O)cc3)n3cc([C@@H](N)C(C)CC)nn3)CC2)nc(N2CCN(C(=O)[C@H](CCCCN)n3cc([C@@H](N)CO)nn3)CC2)n1 (some centres not stated) | -42
CCOC(=O)c1ccc(NC(=O)CC2C(=O)N(c3cccc(OC)c3)C(=O)N2CCOC)cc1 (configuration not stated) | 3
CCCC(=O)NC(=S)Nc1ccccc1C(=O)OC | 3
CCCC(=O)NCCc1nc2ccccc2n1C | 1

Compound | RAD54 inh
CS/C(=C\[N+](=O)[O-])Nc1ccccc1 | -6
Cc1cccc(C(=O)NC(=S)Nc2ccc(S(=O)(=O)N3CCCCC3)cc2)c1 | -9
CC1=CC(C)(C)N2C(=O)C3(C(C#N)=C(N)Oc4cc(O)ccc43)c3cccc1c32 (configuration not stated) | 6
O=C(O)c1ccc(NS(=O)(=O)c2ccc(Cl)c(Cl)c2)cc1O | 6
CCOC(=O)c1sc(NC(=O)CSc2nncs2)c(C(=O)OCC)c1C | 5
c1ccc(C2Nc3ccccc3-c3nc4ccccc4n32)cc1 (configuration not stated) | -7
CCN(CC)Cc1c(O)c(Cl)cc2c3c(c(=O)oc12)CCCC3 | 1
COCCn1c(SCC#N)nnc1-c1ccccc1 | -5

Compound | RAD54 inh
CCOc1cc(-c2nc(-c3ccccc3OC)no2)cc(OCC)c1OCC | 4
CCN(CC)CCNC(=O)c1nn(-c2ccc(C)cc2)c(=O)c2c1c1ccccc1n2C | 16
Cc1cc(N2CCCN(C)CC2)nc2cc(Cl)ccc12 | 23
COc1ccccc1OCC(=O)Nc1oc(-c2ccccc2)c(-c2ccccc2)c1C#N | 6
CCCC(CCC)C(=O)NNc1cc(=O)c2c(=O)n(C)c(=O)n(C)c2[nH]1 | 6
Cc1cccc(C)c1NC(=O)CSc1nnc(-c2ccoc2C)n1CCc1ccccc1 | -3
CN(Cc1cccs1)C(=O)CSc1nnnn1C | 1
COc1ccc(C(c2nnnn2CC2CCCO2)N2CCN(c3cccc(C)c3C)CC2)cc1 (configuration not stated) | -6

Compound | RAD54 inh
Cc1cc(N2CCCC2)nc(SCC(=O)c2ccccc2)n1 | -12
Cc1cc(C)nc(SCc2ccc(C(=O)O)o2)n1 | -7
C/C(Cl)=C/CN1C(=O)C2C3C=CC(C3)C2C1=O (configuration not stated) | -5
COCCCNC(=O)c1cccc(C(=O)NCCCOC)c1 | -6
Cc1cc2n(n1)SC(Nc1cc(Cl)ccc1Cl)N2 (configuration not stated) | -15
COc1ccc(-c2oc3cccnc3c2C#CCO)cc1 | 12
CCn1c(=O)cc(OCC(=O)NCCCN2CC(C)CC(C)C2)c2ccccc21 (configuration not stated) | -2
CCCOc1ccc(C(=O)NNC(=S)NC(=O)c2cc(-c3ccccc3)nc3ccccc23)cc1 | 10

Compound | RAD54 inh
CCOc1ccc(-c2nc(N)ncc2Oc2cccc(OC)c2)c(O)c1 | 1
O=C1CCCCCC1C1(O)C(=O)Nc2ccc(Br)cc21 (configuration not stated) | -16
CCSc1nnc(N(CCC#N)CCC#N)s1 | -2
O=C1C(Cl)=C(NCC2CCCO2)C(=O)N1c1ccccc1 (configuration not stated) | 2
Cc1ccc(CNC(=O)c2cn(C3CCCCC3)c(=O)c3c2c2ccccc2n3C)o1 | 2
COC(=O)COc1ccc(S(=O)(=O)NCc2ccco2)cc1Cl | 5
COC(=O)C1CCCN1S(=O)(=O)c1ccc2ccccc2c1 (configuration not stated) | -7
N#Cc1ccc(-c2nnnn2-c2ccc3c(c2)OCO3)cc1 | 3

Compound | RAD54 inh
Cc1nnc(SCC(=O)NCCOc2ccc(Cl)cc2)n1-c1ccccc1 | -7
CCOC(=O)c1[nH]c(C)c(C(=O)OCCN2C(=O)c3ccccc3C2=O)c1C | -6
CC1=C(C(=O)OCc2ccccc2)C(c2ccsc2)C(C#N)=C(N)O1 (configuration not stated) | -22
COC(=O)c1sc2ncccc2c1OCc1cccc(Cl)c1 | -1
CC(OC(=O)c1nsc(Cl)c1Cl)C(=O)NC(C)(C)C (configuration not stated) | -3
CCc1nnc(NC(=O)c2cc(S(=O)(=O)N3CCN(CC)CC3)ccc2Cl)s1 | -19
CC(=O)c1ccc(NC(=O)Cn2cnc(S(=O)(=O)N3CCCC3)c2)cc1 | -10
CC(=O)N1CCN(CCN=CC2=C(O)CC(c3ccc(Cl)cc3)CC2=O)CC1 (configuration not stated) | 6

Compound | RAD54 inh
Cc1cc(=O)n2nc(N3CCCC(C(=O)NCCc4ccccc4)C3)sc2n1 (configuration not stated) | 0
CCOC(=O)C1CCCN(C(=O)c2cc(Nc3ccc(OC)c(OC)c3)nc3ccccc23)C1 (configuration not stated) | 1
O=C(NC(Cc1ccc(F)cc1)C(=O)O)c1ccccc1 (configuration not stated) | 0
COc1ccc(Nc2ncnc3c2cnn3Cc2ccc(C)cc2)cc1 | -1
COC(=O)c1cccc(S(=O)(=O)N2CCC(n3nnc4cc(F)ccc43)CC2)c1 | 7
O=c1c2[nH]c3ccc(F)cc3c2ncn1CCCn1ccnc1 | 17
COc1cccc(NC(=O)c2cccnc2)c1 | 9
COc1nnc(-c2ccc(N3CCOCC3)c(NC(=O)c3ccco3)c2)c2ccccc12 | 9

In another format: results already given.
Compound: COc1ccc(Nc2ncnc3c2cnn3Cc2ccc(C)cc2)cc1
- RAD54 inh: -1
Compound: O=c1c2[nH]c3ccc(F)cc3c2ncn1CCCn1ccnc1
- RAD54 inh: 17

(continued)
Compound | RAD54 inh
CCOC(=O)CC(=O)CSc1nc2c(cc1C#N)CCCCC2 | -5
CC(C)OC(=O)CC(=O)CSc1nc2c(cc1C#N)CCCCCC2 | 2
Cc1ccc(Nc2ccc(-n3ccnc3)nn2)cc1C | -2
O=C(OCCN1C(=O)c2ccccc2C1=O)c1cccc(OC(F)F)c1 | 9
CC(C)Cc1nc(SCC(=O)NCc2ccccc2)n[nH]1 | -10
COc1ccc(C(=O)CSc2ncn[nH]2)cc1OC | 4
CCOCCCNC(=O)C(c1ccc(OC)cc1)N(Cc1ccc2c(c1)OCO2)C(=O)CNC(C)=O (configuration not stated) | -11
COc1cccc(N2CCN(c3c(C#N)c(C(F)(F)F)nn3C)CC2)c1 | -3

Given as labelled records: entries from further up
CCOC(=O)CC(=O)CSc1nc2c(cc1C#N)CCCCC2
  RAD54 inh: -5

Cc1ccc(Nc2ccc(-n3ccnc3)nn2)cc1C
  RAD54 inh: -2

O=C(OCCN1C(=O)c2ccccc2C1=O)c1cccc(OC(F)F)c1
  RAD54 inh: 9

(continued)
Compound | RAD54 inh
OCCNCC(O)Cn1ccc2ccccc21 (configuration not stated) | -17
Cc1ccc(C(=O)Nc2cnc3ccccc3c2)cc1 | 4
COC(=O)C1=C(C)NC(=O)/C1=C\c1cc(C)n(-c2cccc(C)c2)c1C | -6
CCOC(=O)CN(C(=O)CSc1nnc(CNc2ccc(C)cc2C)n1CC)c1ccccc1 | 1
Cn1c(=O)c2c(nc(Oc3ccccc3)n2C)n(C)c1=O | -5
Nn1c(Cc2ccccc2F)nnc1SCn1nnc2ccccc2c1=O | -4
CCc1nnc(NC(=O)C2CCCN2S(=O)(=O)c2ccc(C)cc2)s1 (configuration not stated) | 10
CCOC(=O)N1CCC(N2CCN(S(=O)(=O)c3ccc(Cl)cc3)CC2)CC1 | -6

Compound | RAD54 inh
O=C(CSc1ncc(-c2ccc(F)cc2)[nH]1)NCc1ccco1 | -6
Cc1nnc(NC(=O)c2cc3n(n2)C(C(F)(F)F)CC(C2CC2)N3)s1 (configuration not stated) | -13
Cc1c(NS(=O)(=O)c2ccc3c(c2)c(=O)n(C)c(=O)n3C)c(=O)n(-c2ccccc2)n1C | -5
Cc1cc(NC(=O)CSc2nnc(C(C)N(C)C)n2Cc2ccccc2)no1 (configuration not stated) | 0
COc1ccc(C2=CSC3=C(C(=O)c4cccc(S(=O)(=O)N(C)C)c4)CCN23)cc1 | -20
O=C(Nc1ccc2ncccc2c1)c1ccccc1Br | -26
CC1=C(C(=O)Nc2ccc(F)cc2)C(c2ccncc2)C2=C(CCCC2=O)N1 (configuration not stated) | 12
C=CCOc1ccc(NC(=O)C2CC(=O)N(C(C)C)C2)cc1 (configuration not stated) | -4

Compound | RAD54 inh
CN1C(=O)C(O)(C2OC(C)(C)CCC2=O)c2ccccc21 (configuration not stated) | 0
O=C(CCCN1C(=O)CCC1=O)Nc1ccc(Cl)c(C(F)(F)F)c1 | 5
Cc1ccc(-n2nnnc2-c2cnoc2-c2cccc(F)c2)cc1 | 10
Cc1cc(=O)[nH]c(SCC(=O)Nc2ccc(S(=O)(=O)N3CCCCC3)cc2)n1 | 2
CCOC(=O)COc1ccc(S(=O)(=O)Nc2ccc3c(c2)OCO3)cc1 | 0
CCOc1ccc(/C=C/C(=O)OCC(=O)c2ccccc2OC)cc1OC | -5
CC(C)(C)NCC(O)COCc1ccc(Cl)cc1 (configuration not stated) | -6
Cc1cc(C(=O)CSc2nnc(NCc3ccccc3)s2)c(C)n1C | 4

Compound | RAD54 inh
O=C(CCn1nc(-c2ccc(Cl)cc2)c2ccccc2c1=O)NCC1CCCO1 (configuration not stated) | 0
Cc1cc2n(n1)C(c1ccco1)Nc1ccccc1-2 (configuration not stated) | 17
Cc1nn(CC(=O)N2CCN(Cc3ccccc3)CC2)c(=O)c2ccccc12 | -2
COc1cc2c(cc1OC)CN(C(=S)Nc1ccccc1)CC2 | 12
CCOC(=O)CC(=O)CSc1nc2c(cc1C#N)CCCCCC2 | -8
COc1ccc(C2C(C(=O)N3CCCCC3)CCC(=O)N2c2cc(OC)c(OC)c(OC)c2)cc1 (configuration not stated) | -10
Cc1csc(NC(=O)CSc2nnc(C)n2Cc2ccco2)n1 | -4
CCOC(=O)c1c(N)sc(C(=O)N2CCCCC2)c1C | -7

Single values from the results shown:
RAD54 inh with CCOC(=O)COc1ccc(S(=O)(=O)Nc2ccc3c(c2)OCO3)cc1 stands at 0
RAD54 inh with CCCn1c(=N)n(CC(=O)c2ccco2)c2ccccc21 stands at 5
RAD54 inh with COC(=O)c1cn(NC(=O)CC2CCCCC2)c(=O)c2ccccc12 stands at -5

Next part
Compound | RAD54 inh
Cc1onc(-c2c(Cl)cccc2Cl)c1C(=O)N/N=C(\N)COc1ccc(Cl)cc1 | 8
CC(=O)c1c(N2CCN(Cc3ccccc3)CC2)[nH]c(-c2ccccc2)nc1=S | -6
O=C(Nc1ccccc1N1CCN(c2ccc(F)cc2)CC1)C12CC3CC(CC(C3)C1)C2 | 2
CCC(=O)Nc1ccccc1Nc1cc(C#N)c(C#N)cc1[N+](=O)[O-] | -6
COc1ccc(Cn2c(C3CC3)nc3ccc(NC(C)=O)cc3c2=O)cc1 | 3
Cc1ccc(S(=O)(=O)NC(C)C(=O)Nc2ccccc2C(=O)N2CCCC2)cc1 (configuration not stated) | -9
CC(=O)Nc1nc(C(=O)Nc2c(C)n[nH]c2C)cs1 | 1
CCOC(=O)c1cc(S(=O)(=O)NC2CCN(C(=O)OCC)CC2)cn1C | -2

Compound | RAD54 inh
Cc1ccc(O)c(Sc2cc(C)ccc2O)c1 | 2
CC(C)(C)NC(=O)/C(=C/c1ccco1)c1ccccc1 | -2
Cn1c(=O)c(C(=O)Nc2ncccn2)c(O)c2ccccc21 | 1
COCCN(Cc1cc2cccc(C)c2n2nnnc12)C(=O)C(F)(F)F | 2
